High-throughput results (PubChem BioAssay)
LYP phosphatase: inhibitors of LYP phosphatase, biochemical, fluorescence intensity, uHTS (AID 1779); Tyrosine-protein phosphatase non-receptor type 22 (Homo sapiens); recombinant LYP phosphatase, fluorescence intensity; higher % means a stronger effect; actives 0.054% (n = 290,000); one-dose inhibition, % at 11.5 µM; IC50 in µM for titrated hits; in the data active = inhibition above about 50%;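 also: plate controls were vehicle with enzyme for no effect and no enzyme for full effect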
NTR1 agonist: agonists of NTR1, primary screen, imaging, U2OS cells, beta-arrestin-GFP, high content (AID 493036); Neurotensin receptor type 1 (Homo sapiens), P30989; NTR1-U2OS beta-arrestin-GFP spot imaging, agonist mode; activation, % at 20 µM; actives 0.17% (n = 330,000);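 active = activation at or above 40% of the spot to cytoplasm intensity ratio, with at least 20 cells analyzed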;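 also: 0% = DMSO without peptide and 100% = 100 nM NTR1 peptide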
Target sequence (P30989 whole entry, looked up): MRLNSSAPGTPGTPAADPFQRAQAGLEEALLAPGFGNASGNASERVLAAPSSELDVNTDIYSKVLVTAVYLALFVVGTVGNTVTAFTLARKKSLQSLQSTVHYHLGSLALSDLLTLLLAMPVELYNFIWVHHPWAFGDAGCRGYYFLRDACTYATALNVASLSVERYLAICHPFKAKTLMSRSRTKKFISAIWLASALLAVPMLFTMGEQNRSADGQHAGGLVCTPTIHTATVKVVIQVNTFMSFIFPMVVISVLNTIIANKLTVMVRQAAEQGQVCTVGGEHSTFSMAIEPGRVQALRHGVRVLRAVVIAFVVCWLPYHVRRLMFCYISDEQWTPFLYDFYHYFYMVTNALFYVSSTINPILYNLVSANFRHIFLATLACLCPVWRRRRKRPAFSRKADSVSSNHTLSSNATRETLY
T cell modulator: modulators of CD8 T cell-vesicle binding, primary screen, mouse 2C CD8+ T cells, flow cytometry. 2C CD8+ T cell-vesicle binding; hits give low values. calls only at 7 µM. AID 2052, 2009. actives 0.068% (n = 330,000);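 active = response, share of CD8 T cells binding vesicles, and their 90th percentile fluorescence all below set limits, cut at about 80% in these data, passing the limit was not always enough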
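Also added: QL9-peptide-loaded Drosophila micro-vesicles bearing Ld, ICAM-1 and B7-1; Test system: purified 2C TCR transgenic mouse naive CD8+ T cells; Measured by: cytometric PE anti-B7-1 and Alexa647 anti-CD8 signals after 1% paraformaldehyde fixation; Timing: binding step 1.5 h, 37 °C, antibody labelling 20 min, ice.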
Large T inhibition: SV40 large T antigen inhibitors, biochemical (AID 1903) | SV40 large T antigen ATPase/helicase inhibition assay; higher % means a stronger effect | inhibition, % at 20 µM; hits with a dose series show IC50 in µM | actives 0.39% (n = 310,000); in the data active = a potency from the dose series; also: strong numbers were not always called active
GPR35 antagonists: GPR35 antagonists blocking zaprinast-driven arrestin recruitment, primary screen, imaging, U2OS, beta-arrestin-GFP, zaprinast agonist (AID 2058). G-protein coupled receptor 35 (Homo sapiens). U2OS GPR35 beta-arrestin-GFP translocation imaging, zaprinast antagonism; higher % means a stronger effect. one-dose inhibition, % at 10 µM; IC50 in µM for titrated hits. actives 0.052% (n = 290,000);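 active = inhibition of at least 50% with at least 30 cells and total cytoplasm GFP at most 10,000,000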
Rac1 GTP hydrolysis: MgcRacGAP GTPase-activating activity inhibitors, confirmation, biochemical, ADP Hunter fluorescence; MgcRacGAP-stimulated Rac1 GTP hydrolysis, ADP Hunter fluorescence; higher % means a stronger effect; GST-tagged Rac1 F28L mutant substrate; inhibition, % at 30 µM, or IC50 in µM where a hit was titrated; actives 0.6% (n = 340,000);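 active = first-screen hits whose inhibition reached a set limit at any dose in the follow-up dose series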;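 also: fluorescence reports GDP produced by GAP-driven GTP hydrolysis; strong numbers were not always called active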
GPR55 beta-arrestin: GPR55 agonists via beta-arrestin recruitment, primary screen, imaging, U2OS cells, beta-arrestin-GFP redistribution (AID 1961) | G-protein coupled receptor 55 (Homo sapiens) | U2OS GPR55 beta-arrestin-GFP redistribution imaging; higher % means a stronger effect | activation, % at 10 µM; hits with a dose series show EC50 in µM | actives 0.048% (n = 290,000);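 active = activation above 40% with more than 50 cells counted in the well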;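 also: U2OS osteosarcoma cells stably expressing GPR55 and beta-arrestin-GFP; plate controls were DMSO negative control for no effect and LPI positive control for full effect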
GPR55 antagonists: GPR55 antagonists blocking LPI-driven arrestin recruitment, primary screen, imaging, U2OS, beta-arrestin-GFP, LPI agonist (AID 2013) | U2OS GPR55 beta-arrestin-GFP translocation imaging, LPI antagonism; higher % means a stronger effect | actives 0.13% (n = 290,000) | G-protein coupled receptor 55 (Homo sapiens) | one-dose inhibition, % at 10 µM; IC50 in µM for titrated hits;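 active = spots per cell inhibited over 60%, with over 100 cells counted and total cytoplasm intensity under 500,000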;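 also: U2OS cells stably carrying GPR55 and arrestin-GFP stimulated by 5 µM LPI near EC80; imaged beta-arrestin-GFP aggregate spots per cell after agonist stimulation; plate controls were LPI-stimulated DMSO wells for no effect and DMSO wells without LPI for full effect; some results filed as inactive read as strong as hits; confirmed hits need IC50 under 10 µM and bright autofluorescent wells are also inconclusive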
Lipid droplet: inhibitors of hepatocyte lipid droplet formation, primary screen, imaging, high-throughput imaging, BODIPY stain; inhibition, % at 6.5 µM; actives 0.4% (n = 240,000); AML12 mouse hepatocytes, oleate lipid droplets;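 active = lipid droplet intensity inhibited by at least 50%, with more than 500 cells counted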
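Material: mouse AML12 hepatocyte cell line, fixed after treatment; Timing: compound with oleate, overnight; Technique: high-content imaging of BODIPY-stained droplets and DAPI nuclei; Probe or stimulus: oleate, 100 µM final; Dosing: compound at 6.5 µM only.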
Lipid droplet cells 6.5 µM: recorded beside Lipid droplet, whose call it bears; cell count; measured here: cell count, cytotoxicity flag;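 cells counted across two imaged fields per well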
T cell modulator vesicle-bound %: also measured in T cell modulator; calls as there; double positive events, %; measured here: CD8+ vesicle-bound cell fraction;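 binding gate set so that unloaded-vesicle control wells show 10% double positive cells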
NTR1 agonist cell count 20 µM: further read-out of NTR1 agonist, marked with its call; cell count; measured here: cell count, cytotoxicity flag
Numbers without * were called inactive; i = inactive; · = not tested or not shown.

SMILES	LYP phosphatase	NTR1 agonist	NTR1 agonist cell count 20 µM	T cell modulator	T cell modulator vesicle-bound %	Large T inhibition	GPR35 antagonists	Rac1 GTP hydrolysis	GPR55 beta-arrestin	GPR55 antagonists	Lipid droplet	Lipid droplet cells 6.5 µM
O=c1cc(N2CCc3ccccc32)[nH]c(=O)n1-c1ccc(Br)cc1	0.1%	1.5	102	i	35.9	14.4%	9.2%	5.4%	-0.3%	-3.3%	-2.3	677
CCC(CO)n1c(SCc2cc([N+](=O)[O-])cc3c2OCOC3)nc2ccccc2c1=O (stereo not given)	4.0%	4.3	70	i	18.4	5.3%	-6.1%	7.6%	0.1%	12.3%	-4.7	678
O=C(c1ccc(Cl)c(S(=O)(=O)N2CCCCCC2)c1)N1CCOCC1	-1.7%	0.0	34	i	40.1	11.1%	-8.8%	-0.2%	0.1%	-5.1%	2.3	658
Cc1cc(C(F)(F)F)nc(SCC(=O)NC2CCCCC2)n1	-6.5%	-0.7	38	i	50.0	8.8%	-10.7%	0.1%	0.0%	8.6%	-14.3	806
O=C(NC1CCCCCC1)c1ccc2c(=O)n3c(nc2c1)CCCCC3	-3.8%	0.6	59	i	46.7	19.1%	3.3%	2.0%	-0.1%	2.1%	-9.2	741
Cc1cccn2c(=O)c(C=Nc3ccc(Cl)cc3)c(NCCO)nc12	-4.6%	3.3	70	i	58.3	0.8%	-9.6%	6.1%	0.4%	14.6%	-3.3	751
O=C(/C=C/c1ccccc1)N1CCN(CCN2C(=O)c3cccc4cccc(c34)C2=O)CC1	-0.1%	0.9	84	i	44.6	9.2%	2.0%	3.9%	-0.3%	6.7%	11.3	621
O=C(COC(=O)c1ccc(Cl)nc1)Nc1ccccc1OC(F)F	0.4%	-0.3	66	i	39.6	-1.3%	-8.4%	-0.5%	-0.4%	2.2%	-7.6	626
Cc1cc(C)cc(NC(=O)CN2CCN(c3ncccn3)CC2)c1	-3.9%	-2.1	59	i	12.6	11.1%	-4.9%	7.9%	-0.2%	14.3%	-3.8	772
O=Cc1ccc(OCc2cn3ccccc3n2)cc1	-5.2%	-0.5	35	i	36.5	12.5%	-6.6%	9.5%	-0.2%	4.0%	0.5	671
CCOC(=O)N1CCN(C(=S)Nc2ccc(C)c(C)c2)CC1	4.3%	0.4	62	i	57.7	26.4%	2.4%	7.2%	-0.2%	-1.1%	4.0	650
CC1CCCN(CCCNC(=O)c2cn(C)c3ccc(S(=O)(=O)N(C)C4CCCCC4)cc3c2=O)C1 (stereo not given)	-10.3%	0.6	74	i	15.2	13.7%	-20.9%	8.2%	0.2%	18.1%	5.2	729
CCOc1ccccc1N1CC(C(=O)Nc2cc(S(C)(=O)=O)ccc2Cl)CC1=O (stereo not given)	·	-1.3	63	i	10.3	6.8%	·	7.8%	·	·	·	·
CC(C)(C)NC(=O)CSc1nc(N)cc(=O)[nH]1	-5.3%	-0.4	33	i	28.2	4.4%	1.1%	1.8%	1.3%	-4.3%	5.7	688
NC(=O)COC(=O)c1ccccc1OCc1ccccc1	-6.0%	0.7	46	i	10.4	7.8%	-2.0%	4.3%	-0.1%	11.9%	-13.9	655
COc1ccc(Cl)cc1NC(=O)CSc1nnc(Cc2cccn2C)n1-c1ccc(F)cc1	-0.6%	14.7	44	i	30.8	5.0%	1.2%	1.3%	-0.1%	3.0%	-6.5	604
O=C(CN1CCOCC1)Nc1ncccn1	-4.8%	3.0	91	i	46.8	-1.1%	-19.0%	1.5%	-0.1%	-21.0%	1.2	756
Cc1cccc(N2CCN(C(=O)c3cccn4c(=O)c5c(C)c(C)sc5nc34)CC2)c1C	4.8%	18.1	83	i	15.7	2.8%	7.2%	1.9%	-0.1%	0.9%	13.6	768
NC(=O)c1ccc(NC(=O)COC(=O)C2CC(=O)N(Cc3ccccc3)C2)cc1 (stereo not given)	-2.2%	4.3	78	i	15.9	14.5%	17.5%	3.3%	-1.1%	6.0%	-4.0	729
Cc1nn(C)c(C)c1C1Nc2ccccc2C(=O)N1O (stereo not given)	-12.0%	0.4	71	i	40.0	6.8%	-1.1%	6.8%	-0.3%	1.9%	-0.4	737

Laid out differently: 2 of the compounds above.
CC(C)(C)NC(=O)CSc1nc(N)cc(=O)[nH]1
  LYP phosphatase: -5.3%
  NTR1 agonist: -0.4
  NTR1 agonist cell count 20 µM: 33
  T cell modulator: i
  T cell modulator vesicle-bound %: 28.2
  Large T inhibition: 4.4%
  GPR35 antagonists: 1.1%
  Rac1 GTP hydrolysis: 1.8%
  GPR55 beta-arrestin: 1.3%
  GPR55 antagonists: -4.3%
  Lipid droplet: 5.7
  Lipid droplet cells 6.5 µM: 688

CCOC(=O)N1CCN(C(=S)Nc2ccc(C)c(C)c2)CC1
  LYP phosphatase: 4.3%
  NTR1 agonist: 0.4
  NTR1 agonist cell count 20 µM: 62
  T cell modulator: i
  T cell modulator vesicle-bound %: 57.7
  Large T inhibition: 26.4%
  GPR35 antagonists: 2.4%
  Rac1 GTP hydrolysis: 7.2%
  GPR55 beta-arrestin: -0.2%
  GPR55 antagonists: -1.1%
  Lipid droplet: 4.0
  Lipid droplet cells 6.5 µM: 650

(listing goes on)
SMILES	LYP phosphatase	NTR1 agonist	NTR1 agonist cell count 20 µM	T cell modulator	T cell modulator vesicle-bound %	Large T inhibition	GPR35 antagonists	Rac1 GTP hydrolysis	GPR55 beta-arrestin	GPR55 antagonists	Lipid droplet	Lipid droplet cells 6.5 µM
Cc1cccn2c(=O)c(/C=C(\C#N)C(=O)NCc3ccco3)c(N3CCCCCC3)nc12	-10.3%	5.5	41	i	24.7	10.8%	-14.3%	·	0.2%	-1.0%	-5.6	636
CCCCc1cc(=O)oc2c(C)c(OCC(=O)NCC3CCC(C(=O)O)CC3)ccc12 (stereo not given)	-7.2%	-0.3	78	i	27.9	·	3.9%	0.5%	-0.1%	5.9%	·	·
CC1CCCN(C(=O)C(Cc2ccccc2)n2cccc2)C1 (stereo not given)	-1.0%	0.6	63	i	16.2	4.3%	-5.6%	1.6%	-0.1%	17.1%	·	·
CCN(CC)S(=O)(=O)c1cc(NS(=O)(=O)c2ccccc2)ccc1C	-5.3%	2.2	71	i	30.4	10.4%	10.3%	7.2%	0.5%	13.8%	27.2	662
COc1ccccc1-n1cnnc1SCC(=O)NCC1CCCO1 (stereo not given)	4.6%	0.7	41	i	49.9	9.2%	-3.1%	9.8%	0.1%	-3.8%	-1.8	714
CC(C)c1ccccc1NC(=O)CC1(CC(=O)O)CCCC1	-4.4%	-0.9	58	i	14.2	12.9%	14.9%	-7.6%	-0.1%	2.1%	-12.8	664
c1ccc(-c2nc3nonc3c3nc4ccccc4n23)cc1	-9.7%	6.1	44	i	33.3	-6.6%	-2.1%	2.3%	0.7%	1.9%	·	·
CC(=O)C1=C(O)C(=O)N(Cc2ccccc2)C1c1ccc([N+](=O)[O-])cc1 (stereo not given)	0.5%	0.4	83	i	58.1	3.5%	-8.1%	3.8%	-0.1%	-8.1%	-4.2	864
Nc1nc(-c2cccs2)cs1	-3.1%	-0.3	47	i	28.3	12.0%	6.2%	18.1%	0.2%	0.6%	·	·
Cc1ccc(-c2nn(C)c(=O)c3ccccc23)cc1CNC(=O)Cn1nc(-c2ccccc2)c2ccccc2c1=O	-6.5%	·	·	·	·	5.2%	0.1%	·	-0.1%	9.7%	·	·
COc1cc(Nc2nc(-c3ccccc3)c3cc(C)ccc3n2)cc(OC)c1OC	7.7%	10.3	76	i	39.8	0.1%	7.1%	11.4%	-0.1%	·	·	·
CCNC(=O)C(CC(C)C)NC(=O)C(CO)NC(=O)C1CCC(=O)N1 (stereo not given)	-11.7%	-0.4	65	i	25.3	4.5%	17.4%	-6.3%	-0.1%	4.2%	-1.0	628
CCc1noc(C)c1C(=O)N1CCN(S(=O)(=O)c2ccc(Br)cc2Cl)CC1	·	0.6	64	i	15.4	-0.2%	·	2.2%	·	·	·	·
Cc1cc(NC(=O)CCN2C(=O)C3C4CCC(C4)C3C2=O)c(C)cc1Br (stereo not given)	-3.7%	0.3	61	i	37.6	14.1%	14.0%	13.4%	0.3%	15.9%	·	·
CCOC(=O)C1CCCN(C(=O)c2ccc3oc(CCc4ccccc4)nc3c2)C1 (stereo not given)	-10.2%	1.3	61	i	38.8	7.2%	-11.6%	7.3%	-0.1%	11.4%	-8.6	756
Cc1nc(N)nc(Nc2ccc(C#N)cc2)c1Br	-5.7%	-0.7	66	i	54.6	10.0%	4.9%	8.2%	-0.1%	-8.4%	-6.0	721
COc1cccc(N2CC(=O)Nc3c(oc4nc(-c5ccccc5)cc(C)c34)C2=O)c1	5.5%	4.1	51	i	14.4	47.4%	10.2%	1.5%	-0.2%	-4.0%	-29.1	614
COc1ccc(-c2ccc(C(C)=O)cc2)cc1[C@H]1[C@@H]2C=CCC[C@@]2(C)C(=O)N1Cc1ccccc1	3.0%	8.4	82	i	63.5	-1.7%	-5.7%	10.9%	0.7%	2.9%	5.8	646
CC(=O)c1ccc(NC(=O)CSCC(=O)Nc2ccc3ccccc3c2)cc1	-1.6%	0.1	44	i	30.3	5.8%	-2.7%	8.2%	-0.1%	-4.3%	0.7	789
COC(=O)c1cccnc1-n1c(=O)c2cccnc2n(Cc2cccc(OC)c2)c1=O	-4.3%	-2.4	97	i	36.6	13.7%	9.3%	0.8%	-0.2%	6.1%	·	·
COc1cccc(NC(=O)CSc2nc3ccccc3c(=O)n2CCCC(=O)N2CCCC2)c1	-1.8%	4.2	69	i	31.8	9.9%	13.8%	6.5%	-0.1%	13.2%	·	·

Part of the list above, reduced to Rac1 GTP hydrolysis, NTR1 agonist and NTR1 agonist cell count 20 µM.
SMILES | Rac1 GTP hydrolysis | NTR1 agonist | NTR1 agonist cell count 20 µM
c1ccc(-c2nc3nonc3c3nc4ccccc4n23)cc1 | 2.3% | 6.1 | 44
CC(=O)C1=C(O)C(=O)N(Cc2ccccc2)C1c1ccc([N+](=O)[O-])cc1 (stereo not given) | 3.8% | 0.4 | 83
